SENP1 FRET inh = blocks the human SENP1 SUMO protease catalytic domain; Q9P0U3; recombinant SENP1 catalytic domain, CyPet-SUMO1-YPet FRET cleavage; inhibition, % at 10 µM; hit rate 0.21% among 360,000; AID 624204;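 active means inhibition at least 30% at 10 µM, raw YFP signal under a set limit, fluorescence ratio 0.5 to 1.5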;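 further: 0% = enzyme with DMSO and 100% = no enzyme wells; some results filed as inactive read as strong as hits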
Target sequence (Q9P0U3 419-644 limits assumed): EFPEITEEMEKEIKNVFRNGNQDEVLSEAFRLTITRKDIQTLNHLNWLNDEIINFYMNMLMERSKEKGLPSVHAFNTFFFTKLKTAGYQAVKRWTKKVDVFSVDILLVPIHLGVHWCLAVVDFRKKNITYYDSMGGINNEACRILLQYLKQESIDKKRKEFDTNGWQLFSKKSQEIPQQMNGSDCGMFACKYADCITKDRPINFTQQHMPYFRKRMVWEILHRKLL
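Test system: human SENP1 catalytic domain; medium: Tris pH 8 buffer plus EDTA, NaCl, BME, BSA, NP40, catalase; incubation: 50 min reaction at room temperature; technique: FRET, CFP and YFP emission; controls: no-enzyme low control and enzyme-plus-DMSO high control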
SENP8 block-1 = SENP8 protease inhibition; Q96LD8; inhibition, % at 10 µM; AID 2540; hit rate 1.2% among 330,000; purified SENP8, Z-RLRGG-aminoluciferin cleavage, luminescence; in the data active means inhibition above about 50%
Target sequence (Q96LD8 whole entry, looked up): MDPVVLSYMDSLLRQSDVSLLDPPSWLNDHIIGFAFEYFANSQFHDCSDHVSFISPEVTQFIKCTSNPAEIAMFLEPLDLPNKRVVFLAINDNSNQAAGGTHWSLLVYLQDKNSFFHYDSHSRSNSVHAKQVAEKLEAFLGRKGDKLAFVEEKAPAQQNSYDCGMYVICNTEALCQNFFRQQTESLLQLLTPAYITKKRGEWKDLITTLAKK
SENP6 block = SENP6 protease inhibition | Q9GZR1 | Recombinant SENP6 catalytic domain, aminoluciferin luminescence | inhibition, % at 10 µM | hit rate 1.8% among 330,000;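 active means inhibition above about 50% at the single tested dose, limit read from the data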;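 further: plate controls were DMSO wells with enzyme for no effect and DMSO wells lacking enzyme for full effect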
Target sequence (Q9GZR1 628-1112 limits assumed): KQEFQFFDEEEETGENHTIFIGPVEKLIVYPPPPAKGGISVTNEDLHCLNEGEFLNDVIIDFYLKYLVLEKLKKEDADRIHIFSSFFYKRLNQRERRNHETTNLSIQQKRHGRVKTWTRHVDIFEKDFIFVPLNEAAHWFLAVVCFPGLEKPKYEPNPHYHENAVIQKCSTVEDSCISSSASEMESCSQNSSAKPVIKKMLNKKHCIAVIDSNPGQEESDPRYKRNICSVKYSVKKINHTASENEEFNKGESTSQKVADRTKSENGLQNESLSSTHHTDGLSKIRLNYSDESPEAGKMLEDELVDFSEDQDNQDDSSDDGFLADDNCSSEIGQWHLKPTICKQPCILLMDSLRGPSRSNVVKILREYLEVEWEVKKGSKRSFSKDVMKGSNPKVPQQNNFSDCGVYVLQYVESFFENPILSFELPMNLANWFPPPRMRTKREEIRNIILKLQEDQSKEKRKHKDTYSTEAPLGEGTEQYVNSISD
SENP7 block = inhibitors of human SENP7 protease | Q9BQF6 | recombinant SENP7, Z-RLRGG-aminoluciferin luminescence, 40 min | inhibition, % at 5 µM | hit rate 1.5% among 330,000;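 active means inhibition above about 50% at the single test dose, limit read from the data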;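 further: plate controls were DMSO with enzyme for no effect and no enzyme buffer wells for full effect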
SENP8 block-2 = SENP8 (human) protease inhibition. Q96LD8. recombinant SENP8, Nedd8 substrate fluorescence. inhibition, % at 20 µM. hit rate 0.64% among 360,000. AID 602440; in the data active means inhibition mostly above about 40%, no sharp cut-off; inactive means mostly below about 27%
HKDC1 inhibitor = inhibitors of human hexokinase HKDC1; recombinant HKDC1, G6PDH/diaphorase resazurin coupled fluorescence; Q2TB90; hit rate 0.16% among 340,000; inhibition, % at 20 µM;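 active means inhibition above about 35% when tested at 20 µM, limit read from the data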;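 further: plate controls were DMSO wells with enzyme for no effect and DMSO wells lacking enzyme for full effect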
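Test system: Recombinant HKDC1 (HK5) hexokinase enzyme, produced in-house | Input: HKDC1 at 5 µg/mL | Buffer or medium: Tris pH 8.0 buffer with MgCl2, Tween-20, BSA, BME | Schedule: 90 min reaction incubation at room temperature, dark | Technique: Resazurin-to-resorufin fluorescence via G6PDH and diaphorase coupling, 525/613 nm | Controls: DMSO wells with and without enzyme mix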
PfG6PD inh = PfG6PD (Plasmodium falciparum) enzyme inhibition. PfGluPho enzyme, NADPH resazurin-diaphorase fluorescence. inhibition, % at 20 µM. hit rate 0.78% among 350,000. AID 504690;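 active means inhibition reaching at least a set limit at 20 µM in the primary screen, cut at about 59% in these data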;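 further: 0% = DMSO wells with substrate and 100% = DMSO wells lacking glucose-6-phosphate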
NALP3 yeast inh = inhibitors of NALP3 inflammasome in yeast. hit rate 0.39% among 330,000. Yeast reconstituted NLRP3/ASC/caspase-1, beta-gal luminescence, 24 h. inhibition, % at 10 µM;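 active means inhibition of 50% or more; inactive means inhibition below 50%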;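 further: plate controls were induced DMSO wells for no effect and uninduced yeast grown without galactose for full effect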
Apaf1 inhib = blocks human Apaf-1 apoptosome activity. O14727. reconstituted apoptosome caspase-3 activity, DEVD-Rh110 fluorescence. inhibition, % at 20 µM. hit rate 0.71% among 330,000. AID 489030; active means inhibition of at least 40% at 20 µM;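 further: plate controls were DMSO wells for no effect and DEVD-CHO caspase inhibitor wells for full effect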
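Assay system: Apoptosome proteins | Medium: pH 7.5 Hepes buffer with CHAPS, BSA, DTT | Also added: Cytochrome c and DEVD-Rh110 substrate | Times: 30 min plus 50 min, RT | Detection: Rhodamine 110 fluorescence at Ex 480/Em 540 nm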
* hit, by the source's call; i = inactive; nt = not tested or not shown; & = joins results of further samples.

canonical_smiles | SENP1 FRET inh | SENP8 block-1 | SENP6 block | SENP7 block | SENP8 block-2 | HKDC1 inhibitor | PfG6PD inh | NALP3 yeast inh | Apaf1 inhib
O=C1C2C3CCC(C3)C2C(=O)N1CNc1ccccc1 (stereo not given) | 0 | 1 | -4 | 5 | 21 | 13 | 3 | 1 | 1
COc1ccc(Cl)cc1NC(=O)COc1ccc2c(c1)OCO2 | 2 | -3 | -11 | 7 | 14 | -1 | -7 | 6 | -6
Cc1ccc(C(=O)N/C(=C/c2cccc([N+](=O)[O-])c2)C(=O)NC(C)C)cc1 | 1 | 5 | 2 | 5 | 20 | -7 | -15 | 12 | -2
O=[N+]([O-])c1cccc(CNc2ccc3c(c2)CCC3)c1 | 3 | -9 | 1 | -2 | 24 | 14 | 16 | 21 | 6
Cc1cccc(C2(c3cccc(C)c3)CC2C(=O)NCC2CCCO2)c1 (stereo not given) | 1 | -6 | -1 | -6 | 5 | -15 | -1 | 11 | -3
O=C(O)c1cc(N2CCCCC2)nc2ccccc12 | -9 | nt | nt | nt | i | -6 | -2 | nt | nt
COC(=O)N/N=C/c1ccc(OCCSc2ccc(Cl)cc2)c(OC)c1 | 2 | -1 | -17 | 6 | 11 | -4 | -7 | -5 | 14
CCN(CC)Cc1c(O)ccc2c(C)c(CC(=O)OC)c(=O)oc12 | -132 | -11 | -13 | -13 | -284 | 1 | 2 | 4 | -2
CCN(C(=O)CSc1nc(N)cc(=O)[nH]1)C1CCS(=O)(=O)C1 (stereo not given) | 1 | -6 | -7 | -6 | 4 | -5 | 11 | 21 | -4
CC1=C(C)C(OCCBr)N(c2cc(O)c(Cl)cc2F)C1=O (stereo not given) | 0 | -5 | -2 | -5 | 23 | -3 | 12 | -41 | -6
COc1ccc(CC(=O)Nc2ccc(S(=O)(=O)Nc3cc(C)on3)cc2)cc1OC | 1 | -3 | -6 | -9 | 0 | 0 | -14 | 11 | -12
O=C(COc1ccc2ccccc2c1Br)NNC(=O)Nc1ccccc1 | 0 | 1 | 7 | -6 | 12 | -14 | 0 | 3 | -13
CC(C)(C)OC(=O)NCCCCCc1nnc(SCc2ccccc2F)o1 | 3 | 4 | -14 | 10 | 24 | 8 | 7 | 36 | 2
CC(Oc1ccccc1)C(=O)Nc1ccc(C(N)=O)cc1 (stereo not given) | 0 | 0 | -6 | 6 | 10 | -11 | -5 | 8 | 1
CCN(CC(=O)Nc1c(F)cccc1F)C(=O)CC1CCCC1 | 1 | 10 | 4 | 2 | 15 | -6 | -7 | 0 | 17

At a glance, some entries already given:
canonical_smiles | SENP1 FRET inh | SENP8 block-1 | SENP6 block | SENP7 block | SENP8 block-2 | HKDC1 inhibitor | PfG6PD inh | NALP3 yeast inh | Apaf1 inhib
Cc1ccc(C(=O)N/C(=C/c2cccc([N+](=O)[O-])c2)C(=O)NC(C)C)cc1 | 1 | 5 | 2 | 5 | 20 | -7 | -15 | 12 | -2
O=[N+]([O-])c1cccc(CNc2ccc3c(c2)CCC3)c1 | 3 | -9 | 1 | -2 | 24 | 14 | 16 | 21 | 6
Cc1cccc(C2(c3cccc(C)c3)CC2C(=O)NCC2CCCO2)c1 (stereo not given) | 1 | -6 | -1 | -6 | 5 | -15 | -1 | 11 | -3

Continuation:
canonical_smiles | SENP1 FRET inh | SENP8 block-1 | SENP6 block | SENP7 block | SENP8 block-2 | HKDC1 inhibitor | PfG6PD inh | NALP3 yeast inh | Apaf1 inhib
COc1ccc(C(=O)OCC(=O)NC(=O)NC2CCCC2)c(OC)c1 | 0 | -10 | -6 | -7 | 6 | -2 | -3 | 1 | 12
COC(=O)c1ccc(-n2cncn2)c([N+](=O)[O-])c1 | 1 | 1 | 9 | 5 | 12 | -7 | -15 | -1 | 1
COc1ccc(N2CC(C(=O)OCC(=O)Nc3cccc(C)c3C)CC2=O)cc1 (stereo not given) | 2 | 2 | 0 | 6 | -2 | -4 | 7 | 6 | -4
COc1ccc(Nc2nc(-c3cccnc3)nc3ccccc23)cn1 | -7 | 19 | 18 | 10 | -71 | 16 | 39 | 18 | -13
CCC(C)c1ccc(O)c(N)c1 (stereo not given) | 1 | -3 | 0 | 6 | 11 | 3 | 28 | 20 | 0
Cc1ccc(C(=O)n2nc(-c3ccccc3)nc2NCc2ccco2)cc1 | 5 | -8 | -11 | -8 | -5 | 0 | 10 | 8 | 9
CCOc1ccccc1N(CC(=O)NC(C)(C)C)C(=O)Cn1nnc(-c2ccc(C)o2)n1 | 2 | -7 | -3 | 5 | 6 | 3 | -1 | -6 | -7
Cc1ccccc1OCC(=O)NCC(=O)N/N=C/c1ccc(Br)o1 | 1 | -2 | -17 | 0 | 30 | 12 | 19 | 11 | 6
Cc1cc(C(=O)CSc2nnc(-c3ccc(OC(F)F)cc3)o2)c(C)n1Cc1cccs1 | -2 | 0 | 8 | -1 | 22 | -3 | -4 | -10 | 1
CN(Cc1cccc(-n2cccn2)c1)C(=O)CCc1nnc(C2CCCCC2)o1 | 0 | -5 | 7 | 1 | 5 | 4 | -18 | 17 | -3
Cc1cccc(C(=O)NCCCNC(=O)c2ccco2)c1 | 2 | -3 | -14 | -3 | 10 | -6 | 7 | 18 | 3
CCOC(=O)c1c(N)sc2c1CCCC2 | -1 | -4 | 1 | -3 | -8 | 4 | 6 | 7 | 14
CC(C)(C)C1=CC=C(C(C)(C)C)C(=O)C1=O | nt | -3 | -15 | 8 | nt | nt | nt | 6 | 8
O=C(CCc1c[nH]c2ccccc12)OCc1cccc([N+](=O)[O-])c1 | 1 | 4 | -14 | 8 | 23 | 2 | 41 | 2 | 15
CSc1nc(C)c(Cc2c(F)cccc2Cl)c(=O)[nH]1 | 3 | -1 | -11 | -4 | 14 | -2 | 4 | 16 | -3
O=C(c1cnn2c(C(F)F)cc(-c3ccccc3)nc12)N1CCN(Cc2ccc3c(c2)OCO3)CC1 | -6 | 4 | 1 | 2 | -130 | -4 | 10 | 8 | 29
O=S(=O)(c1ccc(F)c(F)c1)N1CCC2(CC1)OCCO2 | 1 | 3 | 4 | 1 | 9 | -4 | -15 | 12 | -3
Cc1nc(SCCOc2ccc(F)cc2)c2ccccc2n1 | 2 | -2 | -1 | 4 | 14 | -10 | 2 | -3 | 7
COc1ccc(N2C(=O)NC3CC2(C)Oc2ccc(Cl)cc23)cc1OC (stereo not given) | 3 | 1 | -4 | 5 | 36 | -2 | -3 | 5 | 1
O=C(CSc1nnc(-c2cccs2)n1Cc1ccccc1)NCc1ccc2c(c1)OCO2 | -2 | 3 | 0 | -2 | 21 | -1 | -12 | 8 | 2
Nc1nnc(SCC(=O)NNC(=O)c2ccc(F)cc2)s1 | 1 | 0 | -5 | 2 | 16 | -8 | 5 | 8 | -10
CCOC(=O)c1ccc(-n2c(CCC(=O)O)ccc2-c2ccc(F)cc2)cc1 | -10 | 2 | -8 | -1 | 0 | 3 | -28 | 0 | 9
O=C(O)c1ccc2c(c1)[C@@H]1C=CC[C@@H]1[C@H](c1ccccn1)N2 | 30 | 4 | -10 | 5 | 25 | 10 | 39 | 16 | 27
Nc1ccc(NC(=O)NC2CCCCC2)cc1[N+](=O)[O-] | 2 | -5 | -27 | 0 | 25 | 1 | -7 | 8 | -8
O=C(Nc1cccc2ccccc12)c1ccccc1 | 3 | 1 | 7 | -3 | 18 | -1 | 7 | 29 | 4
CC12CCC(C(=O)N(c3ccccn3)c3ccccn3)(OC1=O)C2(C)C (stereo not given) | 1 | 4 | -3 | 1 | 14 | -8 | -10 | 10 | -21
Cc1ccc2cc(CCNC(=O)CC(C)(C)C)c(=O)[nH]c2c1C | 1 | 0 | 0 | 4 | -68 | 0 | 10 | 34 | 13
COc1ccc(S(=O)(=O)N2CCN(CC(=O)Nc3ccc(C)c(F)c3)CC2)cc1 | 0 | nt | nt | nt | 27 | -2 | 11 | nt | nt
O=C(O)CN1C(=O)/C(=C/c2ccc(SCc3ccccc3)o2)SC1=S | -15 | nt | nt | nt | 7 | 2 | -32 | nt | nt
O=C(COc1ccc(Cl)cc1)N(Cc1ccccc1)c1nc(-c2ccccc2)cs1 | 1 | -4 | -11 | 4 | 22 | -6 | -14 | 2 | 0
O=C(CS(=O)(=O)c1cn(Cc2ccccc2Cl)c2ccccc12)N1CCOCC1 | 2 | -4 | -19 | -2 | -2 | -8 | 4 | -7 | -7
COc1ccc2nc3oc(C(=O)NCc4cccs4)cc3cc2c1 | 0 | -1 | 6 | -2 | i | -2 | -22 | 6 | -10
CC(=O)OCc1c(F)c(F)c(-n2nc(C)cc2C)c(F)c1F | 1 | -12 | -12 | -14 | 17 | -9 | 3 | 15 | 17
Cc1cccc(NC(=O)CSc2nnc(C)c(C)n2)c1 | 2 | -9 | -22 | -6 | 10 | -4 | 23 | 9 | 15
S=C(Nc1ccc2c(c1)OCCO2)Nc1ccc2c(c1)OCO2 | -8 | -3 | -18 | 7 | 5 | 14 | 13 | 30 | 2
Cc1cn([C@H]2C=C[C@@H](CO)O2)c(=O)[nH]c1=O | 0&-1 | -1&6 | -10&2 | -6&-1 | 4&1 | -1&-6 | -8&8 | 9&-1 | 1&-9
COc1ccc(S(=O)(=O)Cc2ccc(C(=O)NCCc3cc(OC)ccc3OC)o2)cc1 | 3 | -8 | -13 | -3 | -7 | -5 | -2 | -10 | 1
CC(=O)/C(C#N)=C1\NC(=O)C(Cc2cc(Cl)ccc2Cl)S1 (stereo not given) | -18 | 8 | 12 | 2 | 9 | 5 | -15 | 13 | -11
CSc1nc(C(=O)N2CCCC(Nc3ccc(C)c(C)c3)C2)cs1 (stereo not given) | 0 | 1 | 1 | 12 | 8 | 14 | 5 | 32 | 13
CC(C)CN(CC(C)C)S(=O)(=O)c1cc([N+](=O)[O-])ccc1N1CCCCCC1 | 4 | 1 | -6 | -1 | 30 | 3 | 23 | 16 | 29
O=C(COc1ccccc1[N+](=O)[O-])N(Cc1ccccc1)c1ccccn1 | -1 | -2 | -5 | -5 | -9 | -3 | -16 | 21 | 2
CSCCC(NC(=O)c1ccccc1)C(=O)NCCCn1nc(C)cc1C (stereo not given) | 2 | -1 | 10 | 0 | 10 | -4 | 1 | -2 | 3
COc1ccccc1CNc1ccc([N+](=O)[O-])cc1C | -1 | 2 | 9 | -3 | 24 | 2 | 17 | 35 | -2
CCOC(=O)c1c(NC(=O)CSc2nnnn2-c2ccccc2OCC)sc2c1CC(C)(C)NC2(C)C | 0 | 1 | -14 | 2 | 9 | 2 | 1 | 5 | 37
O=C(Nc1ccc(N2CCCC2)c(Cl)c1)c1cccs1 | -1 | 58* | 26 | 49 | -7 | -1 | 44 | 35 | 3
CC(CN1C(C)CCCC1C)OC(=O)c1cccc(Br)c1 (stereo not given) | 1 | 44 | -19 | -5 | 20 | -2 | 6 | 20 | -4

Screens: PubChem BioAssay, Sanford-Burnham Center for Chemical Genomics
